Compound activity as filed in PubChem.
PTEN del growth: suppresses growth of cells with PTEN deletion | AID 827 | viability, % at 10 µM | HCT116 PTEN-null viability, CellTiter-Glo, 60 h; hits give low values | hit rate 1.2% among 140,000;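 active = viability at or below a set limit, 4 SD under the median of all tested compounds, cut at about 3.7% in these data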;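 note: PTEN knockout HCT116 line with beta catenin targeted HCT116 as companion control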
HCT116 bCat-KO: beta-catenin-lacking colon tumor cell growth suppression; HCT116 beta-catenin knockout viability, CellTiter-Glo, 60 h; hits give low values; viability, % at 10 µM; hit rate 1.5% among 140,000; AID 818;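 active = viability at or under a set limit, the compound median less 4 SD, cut at about 6% in these data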;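 note: 0% = Hyamine 1622 control at 20 µM and 100% = untreated cell control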
E-sel TNF inh: TNF alpha driven E-selectin expression inhibition | HUVEC TNFa-induced E-selectin immunofluorescence, high content | inhibition, % at 2 µM | hit rate 0.71% among 120,000;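 active = inhibition above the batch mean plus 3 SD, and confirmed as a hit on visual image review, cut at about 43% in these data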;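 note: 0% = TNF-stimulated DMSO wells and 100% = unstimulated control wells; not every result past the cut was called active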
Measles CPE: protection of cells from measles virus. Measles virus-infected cells, CPE protection, absorbance. protection (pct of control), % at 4 µM. hit rate 1.5% among 140,000; in the data active = protection mostly above about 24%, no sharp cut-off; inactive = mostly below about 26%; note: some compounds called inactive have numbers as strong as hits
Yeast growth inh: chemicals that inhibit yeast BB579 growth in restrictive medium (lifespan-shortening candidates); inhibition, % at 10 µM; S. cerevisiae BB579 growth, OD615, 48 h; AID 804; hit rate 0.51% among 140,000;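 active = inhibition above a set limit, 3 SD over the mean compound inhibition, cut at about 44% in these data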; note: inactives centre near -24
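test system = yeast BB579 (DeaD) | buffer or medium = restrictive CSMM-D medium | doses = single compound dose of 10 µM, 0.25% DMSO final | times = 4 h preincubation and 48 h exposure at 30 °C | technique = culture absorbance at 615 nm | benchmarks = amphotericin B 10 µg/mL, positive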
Yeast life ext: yeast lifespan extension | AID 775 | S. cerevisiae growth with nicotinamide, OD615; deaD strain in restrictive glucose medium | hit rate 0.68% among 130,000 | inhibition of the nicotinamide effect, % at 10 µM;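 active = inhibition above a set limit, placed 3 SD over the median of all compounds, cut at about 26% in these data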;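 note: 0% = nicotinamide-treated wells and 100% = cells grown without nicotinamide; some compounds called inactive have numbers as strong as hits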
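Assay system: DeaD-strain S. cerevisiae. Medium: CSMM-D glucose medium, restrictive. Reagent: nicotinamide, 1.5 mM, co-present with compound. Compound: 10 µM single point, 0.25% DMSO. Schedule: culture preincubation 4 h, compound exposure 48 h, both 30 °C. Detection: absorbance at 615 nm.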
MRP1 act: activators of MRP-1; H69AR cells + doxorubicin, viability rescue, CellTiter-Glo; viability increase, % at 10 µM; hit rate 0.61% among 140,000; AID 799;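 active = viability gain under doxorubicin at or above a set limit, the compound median plus 3 SD, cut at about 4.7% in these data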;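 note: MRP-1 overexpressing cells given doxorubicin 25 µM after compound pretreatment; 18-22 h compound pretreatment then 72 h with doxorubicin before readout; 0% = doxorubicin-only wells and 100% = vehicle-treated cells without doxorubicin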
Phagocytosis inh: inhibitors of macrophage phagocytosis. J774A.1 macrophage IgG-bead phagocytosis, imaging. inhibition, % at 5 µM. hit rate 0.07% among 110,000. AID 1029;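 active = inhibition above the mean of the plate negative controls plus 5 SD, cut at about 13% in these data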;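 note: phagocytic index as fraction of beads internalized from green versus red external bead signal; plate controls were DMSO negative control for no effect and cytochalasin-D positive control for full effect; some results beyond the cut were filed as inactive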
GALR2 antag: antagonists of human galanin receptor 2 (GALR2); GALR2-expressing cells, antagonist mode; O43603; hit rate 0.39% among 140,000; inhibition, % at 4 µM; AID 828; in the data active = inhibition above about 27%;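 note: cells stimulated with galanin 1-16 at roughly its EC80; 0% = agonist challenge control and 100% = basal control without agonist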
Target sequence (O43603 whole entry, looked up): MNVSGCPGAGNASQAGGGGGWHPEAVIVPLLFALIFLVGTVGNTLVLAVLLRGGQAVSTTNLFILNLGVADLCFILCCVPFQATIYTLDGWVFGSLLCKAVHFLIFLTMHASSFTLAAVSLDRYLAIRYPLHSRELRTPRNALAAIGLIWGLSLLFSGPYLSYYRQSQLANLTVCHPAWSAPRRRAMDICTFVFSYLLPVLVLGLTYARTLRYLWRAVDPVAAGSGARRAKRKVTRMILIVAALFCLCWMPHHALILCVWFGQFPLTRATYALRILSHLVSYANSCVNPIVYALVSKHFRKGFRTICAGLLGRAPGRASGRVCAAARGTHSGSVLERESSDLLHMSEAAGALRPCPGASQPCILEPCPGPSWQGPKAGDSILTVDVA
NPY Y2 blocker: blocks the human neuropeptide Y Y2 receptor; NPY-Y2 expressing cells, antagonist mode; hit rate 0.99% among 140,000; inhibition, % at 2.7 µM; in the data active = inhibition above about 17%;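 note: 0% = vehicle with agonist challenge and 100% = reference antagonist with challenge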
Target sequence (P49146 whole entry, looked up): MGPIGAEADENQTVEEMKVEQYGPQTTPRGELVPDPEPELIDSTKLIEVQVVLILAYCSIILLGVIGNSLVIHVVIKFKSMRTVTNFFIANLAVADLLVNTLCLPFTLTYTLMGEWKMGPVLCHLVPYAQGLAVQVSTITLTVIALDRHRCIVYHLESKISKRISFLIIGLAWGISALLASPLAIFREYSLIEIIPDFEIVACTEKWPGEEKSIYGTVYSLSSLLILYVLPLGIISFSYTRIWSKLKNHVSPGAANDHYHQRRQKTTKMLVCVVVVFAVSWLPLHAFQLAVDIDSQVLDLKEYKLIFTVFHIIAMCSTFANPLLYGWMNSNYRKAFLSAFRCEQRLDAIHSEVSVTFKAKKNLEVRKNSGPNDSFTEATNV
Starred values were filed as active, the others as inactive; . = no result given.

SMILES	PTEN del growth	HCT116 bCat-KO	E-sel TNF inh	Measles CPE	Yeast growth inh	Yeast life ext	MRP1 act	Phagocytosis inh	GALR2 antag	NPY Y2 blocker
Cc1ccc(Cn2nnc3c(=O)[nH]c(C4CCN(S(=O)(=O)c5cc(C)ccc5C)CC4)nc32)cc1	71	71	-34	5	-45	-5	-5.1	.	-2	1
NC12CCc3c(no[n+]3[O-])C1(O)CC(c1ccccc1)=[N+]2[O-] (centres undefined)	102	96	.	1	-19	-7	-0.6	0	-13	1
CCN(CC)c1nc2ccccc2nc1-n1nc(C)cc1C	71	81	-11	7	-60	8	-1.6	-2	5	7
Cc1ccccc1OCc1nnc(SCC(=O)Nc2c(C)n(C)n(-c3ccccc3)c2=O)n1-c1ccccc1	91	86	.	9	-32	8	-3.0	-7	3	3
Cc1cc(CSc2ccccc2)ccc1NC(=O)c1cccc([N+](=O)[O-])c1	85	93	-1	18	-34	-2	-2.5	.	-8	0
COc1ccccc1C(=O)NCc1ccccc1	107	104	-16	11	-18	.	-0.3	.	-9	0
COc1ccccc1-n1c(SCC(=O)Nc2cccc(C)c2)nc2c(c1=O)SCC2	64	84	-7	47*	5	-10	-2.0	0	2	3
CC1=CC(=C(C#N)C#N)C=C(C)N1CCN1CCN(C(=O)Nc2cccc(Cl)c2)CC1	94	91	-3	10	-15	-1	-0.1	-10	0	0
O=C1C(Cl)=C(NCC2CCCO2)C(=O)N1Cc1ccccc1 (centres undefined)	93	95	.	4	-39	-12	-4.8	-2	10	2
CCn1c(SCC(=O)N/N=C/c2cccs2)nc2ccccc21	88	80	.	8	-30	-4	-2.3	-3	5	4
COC(=O)[C@H]1C[C@@H]1[C@H](NC(=O)OCc1ccccc1)c1ccccc1	91	92	.	1	-31	11	-2.1	.	1	0
COc1ccc(NC(=O)c2cccc(Cn3cc(Br)cn3)c2)cn1	91	86	3	1	-31	-8	0.8	-1	8	3
O=C(Nc1ccon1)c1ccccc1Cl	109	97	-6	7	-15	-15	0.3	-3	6	2
COc1ccc([N+](=O)[O-])cc1NC(=O)CSc1nc(C)cc(C)n1	86	81	10	2	-34	-1	-4.5	.	14	2
O=C(NCCC1=CCCCC1)c1ccc(F)c(S(=O)(=O)N2CCOCC2)c1	90	95	3	10	-15	1	-0.2	-3	7	2
CCN(CC)c1ncnc2sc(C(=O)N3CCN(c4ccccc4)CC3)c(C)c12	87	93	-25	3	-6	-5	-1.6	-5	-2	3
CC(Cc1ccccc1)C(=O)NCCO (centres undefined)	100	94	.	10	-28	6	-2.1	.	0	0
Cc1ccc(S(=O)(=O)N2CCN(C(=O)C3Cc4ccccc4CN3C(=O)c3ccco3)CC2)cc1 (centres undefined)	68	63	9	3	-19	-12	-3.8	.	3	-1
CC(=O)N(C)c1nnc(-c2ccccn2)s1	87	95	-6	13	-12	.	1.6	.	-7	0
CCN(CC)c1ccc(/C=N/N2CCN(Cc3ccc(C)cc3C)CC2)c(O)c1	82	84	.	6	-7	1	-0.4	3	-3	-2
O=C(CCCn1c(=S)[nH]c2cc3c(cc2c1=O)OCO3)N1CCN(c2ccc(F)cc2)CC1	75	91	-10	11	-42	-11	0.9	-1	-7	4
CC(C)(C)NC(=O)CC(c1ccccc1)c1ccccc1O (centres undefined)	95	84	10	11	7	-5	2.9	-2	-15	1
CC12CCC(C(=O)N(CC(O)CN3CCCCC3)C1=O)C2(C)C (centres undefined)	114	112	18	2	-88	-4	1.0	0	6	1
Cc1cccc(NC(=O)CSc2ccc(-c3ccco3)nn2)c1	95	89	.	0	-29	-3	1.5	-7	13	1
O=C1c2ccccc2C(Nc2ccc3c(c2)OCO3)N1Cc1ccc2c(c1)OCO2 (centres undefined)	59	66	.	15	-26	-8	-1.3	0	-2	4

Twelve of the compounds above, bar-delimited:
SMILES | PTEN del growth | HCT116 bCat-KO | E-sel TNF inh | Measles CPE | Yeast growth inh | Yeast life ext | MRP1 act | Phagocytosis inh | GALR2 antag | NPY Y2 blocker
Cc1ccc(Cn2nnc3c(=O)[nH]c(C4CCN(S(=O)(=O)c5cc(C)ccc5C)CC4)nc32)cc1 | 71 | 71 | -34 | 5 | -45 | -5 | -5.1 | . | -2 | 1
NC12CCc3c(no[n+]3[O-])C1(O)CC(c1ccccc1)=[N+]2[O-] (centres undefined) | 102 | 96 | . | 1 | -19 | -7 | -0.6 | 0 | -13 | 1
CCN(CC)c1nc2ccccc2nc1-n1nc(C)cc1C | 71 | 81 | -11 | 7 | -60 | 8 | -1.6 | -2 | 5 | 7
Cc1ccccc1OCc1nnc(SCC(=O)Nc2c(C)n(C)n(-c3ccccc3)c2=O)n1-c1ccccc1 | 91 | 86 | . | 9 | -32 | 8 | -3.0 | -7 | 3 | 3
Cc1cc(CSc2ccccc2)ccc1NC(=O)c1cccc([N+](=O)[O-])c1 | 85 | 93 | -1 | 18 | -34 | -2 | -2.5 | . | -8 | 0
COc1ccccc1C(=O)NCc1ccccc1 | 107 | 104 | -16 | 11 | -18 | . | -0.3 | . | -9 | 0
COc1ccccc1-n1c(SCC(=O)Nc2cccc(C)c2)nc2c(c1=O)SCC2 | 64 | 84 | -7 | 47* | 5 | -10 | -2.0 | 0 | 2 | 3
CC1=CC(=C(C#N)C#N)C=C(C)N1CCN1CCN(C(=O)Nc2cccc(Cl)c2)CC1 | 94 | 91 | -3 | 10 | -15 | -1 | -0.1 | -10 | 0 | 0
O=C1C(Cl)=C(NCC2CCCO2)C(=O)N1Cc1ccccc1 (centres undefined) | 93 | 95 | . | 4 | -39 | -12 | -4.8 | -2 | 10 | 2
CCn1c(SCC(=O)N/N=C/c2cccs2)nc2ccccc21 | 88 | 80 | . | 8 | -30 | -4 | -2.3 | -3 | 5 | 4
COC(=O)[C@H]1C[C@@H]1[C@H](NC(=O)OCc1ccccc1)c1ccccc1 | 91 | 92 | . | 1 | -31 | 11 | -2.1 | . | 1 | 0
COc1ccc(NC(=O)c2cccc(Cn3cc(Br)cn3)c2)cn1 | 91 | 86 | 3 | 1 | -31 | -8 | 0.8 | -1 | 8 | 3

(further entries)
SMILES	PTEN del growth	HCT116 bCat-KO	E-sel TNF inh	Measles CPE	Yeast growth inh	Yeast life ext	MRP1 act	Phagocytosis inh	GALR2 antag	NPY Y2 blocker
CCC(C)(C)NC(=O)CN(Cc1ccc2c(c1)OCO2)C(=O)CCC(=O)Nc1ccccn1	90	101	-26	16	-29	.	-2.6	.	1	3
Cc1oc(-c2cc(Cl)cc(Cl)c2)cc1C(=O)NCCc1ccccc1	90	82	.	4	-41	0	0.8	-5	8	11
COC(=O)c1[nH]c2ccc(Cl)cc2c1NC(=O)CCN1CCOCC1	99	84	16	10	-49	-10	0.1	-1	-4	2
C[C@]12CCC(=O)C=C1CC[C@@H]1[C@@H]2[C@@H](O)C[C@@]2(C)[C@H]1CC[C@]2(O)C(=O)CO	97	86	.	14	-32	1	2.0	.	-5	1
COc1ccc(/C=N/NC(=O)C(=O)N2CCCC2)cc1OC	104	98	.	10	-30	-1	-1.5	-11	11	3
CCOC(=O)c1c(-c2ccccc2)csc1NC(=O)C1CCCO1 (centres undefined)	90	99	-66	8	4	-4	-3.3	-1	-2	2
CC(=O)c1c(C)[nH]c(C(=O)OCC(=O)Nc2cccc(S(=O)(=O)N3CCCC3)c2)c1C	80	75	-20	6	-10	3	-0.6	-11	-3	2
CCOC(=O)c1c(NC(=O)CSc2nnnn2C)sc(CC)c1C	86	101	.	6	-37	-19	0.6	-1	7	2
CCNC(=S)N/N=C(\C)c1cccc([N+](=O)[O-])c1	103	107	.	20	-26	-2	-1.2	-3	6	2
Cc1ccc(-c2nc(C3CCCN(S(=O)(=O)c4ccc(C(F)(F)F)cc4)C3)no2)cc1 (centres undefined)	82	77	-30	31*	-37	-28	-5.2	2	4	9
CCCOc1ccc(C2/C(=C(/O)c3ccc(F)cc3)C(=O)C(=O)N2CCCN(C)C)cc1 (centres undefined)	107	98	-3	12	-28	-1	1.9	0	11	0
Cc1ccc(C2(C(F)(F)F)N=C3Sc4cc(C)cc(C)c4N3C(=O)N2)cc1 (centres undefined)	101	84	-10	12	7	-28	-3.1	.	2	1
CCN1CCN(CCn2c(=S)[nH]c3cc4c(cc3c2=O)OCO4)CC1	87	87	7	37	-24	-6	-0.6	-2	-4	1
CCC(C)c1ccc(NC(=O)C2CCN(c3ncccn3)CC2)cc1 (centres undefined)	92	88	24	3	-49	.	-0.5	.	-3	1
CCOCCSc1nc2c(c(=O)[nH]c(=O)n2C)n1CCCc1ccccc1	96	103	.	3	-22	1	-1.2	0	-12	0
CN1/C(=C\C(=O)c2ccco2)C(C)(C)c2ccccc21	14	13	-75	4	-28	-24	-2.9	0	6	8
CCC(CC)NC(=O)CON=C1c2ccccc2-c2ccccc21	83	88	.	13	-12	-1	4.3	.	-8	12
Cc1ccc(NC(=O)c2ccccc2OCC(=O)c2ccc(F)cc2)cc1	33	19	.	29	-2	2	-4.8	-5	-3	4
CCOC(=O)N1CCC(=NNC(=O)c2ccccc2F)CC1	96	99	.	14	2	5	-2.1	-10	-6	2
CNC(=O)c1ccccc1S(=O)c1ccccc1C#N (centres undefined)	111	95	-8	5	-16	-13	-1.8	2	6	4
COc1ccc(C(=O)NCc2ccc(-c3nc4ccccc4s3)cc2)cc1	86	78	-26	5	-40	-11	7.5*	1	-1	6
CCCOc1ccc(N2C(=O)CC(N(Cc3ccc(S(N)(=O)=O)cc3)C(=O)CC)C2=O)cc1 (centres undefined)	90	94	-18	8	-8	-16	-1.1	0	-4	4
CCOc1cc(S(=O)(=O)N(CC)CC)ccc1Br	101	101	1	6	7	15	-0.1	-4	-2	2
CCCCC(=O)Nc1ccc(NC(=O)CCCC)nc1	108	107	.	2	-13	-12	-0.6	-2	0	1
CCN(Cc1nc2cc(OC)c(OC)cc2c(=O)[nH]1)C(=O)c1ccc(S(=O)(=O)N(C)C)cc1	102	72	-7	6	-34	-11	-1.6	0	0	0
Cc1ccccc1CS(=O)(=O)c1cnc2ccccc2n1	8	15	0	6	-27	-1	-5.3	.	-1	0
Cc1oc(-c2cccc(Cl)c2)nc1CN1CCCC(C(=O)NCCCN2CCOCC2)C1 (centres undefined)	79	67	.	4	-49	-9	-4.9	.	0	7
COCCOC(=O)c1[nH]c2c(c1C)C(=O)CC(c1ccco1)C2 (centres undefined)	19	17	-15	1	-34	-5	-4.1	-1	2	32*
Cc1nc2cc(NC(=O)NCCC3=CCCCC3)ccc2o1	99	96	3	2	-36	1	1.0	-2	1	2
